GRK2 aptamer HTS: blocks RNA aptamer binding to human GRK2 | P25098 | bead flow cytometry, FAM-aptamer displacement from GRK2 | inhibition of aptamer binding, % at 10 µM | 330,000 tested, 0.59% active | AID 488847;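 active = inhibition of aptamer binding above 40%, roughly 3 SD of noise, on plates passing a quality check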;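 also: median bead fluorescence of bound FAM aptamer so fluorescent compounds give negative values; no value below 0 was filed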
GLD-1 RNA inh: GLD-1-TGE RNA interaction inhibition (C. elegans). 320,000 tested, 0.44% active. AID 2280. purified GLD-1 + fluorescein TGE RNA, fluorescence polarization. Q17339. inhibition, % at 5.96 µM;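 active = percent inhibition above a per-plate cutoff, the plate mean of test compounds plus 3 SD, cut at about 30% in these data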;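 also: 0% = DMSO wells with GLD-1 and probe and 100% = wells lacking GLD-1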
VLA-4 inh: inhibition in a human VLA-4 binding assay; AID 2557; 330,000 tested, 0.2% active; inhibition, % (about 7 µM as worked out from the volumes in the protocol); P13612; VLA-4 expressing cells, ligand binding flow cytometry; in the data active = inhibition above about 50%
Fam108B inh: counter-screen for RBBP9 inhibitors: inhibitors of mouse Fam108B; inhibition, % at 9.51 µM; 300,000 tested, 0.33% active; recombinant Fam108B, FP-Rh probe fluorescence polarization;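 active = inhibition above the screen mean inhibition plus 3 SD, computed separately per campaign, cut at about 18% in these data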;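 also: inhibitors lower polarization as less probe binds the enzyme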
MCL1-BIM inh: MCL1-BIM-BH3 interaction inhibition (human) | inhibition, % at 10.9 µM | GST-MCL1 / FITC-Bim-BH3 fluorescence polarization | Q07820 | AID 2057 | 320,000 tested, 0.68% active;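 active = inhibition above the mean inhibition of all tested compounds plus 3 SD, set per campaign, cut at about 40% in these data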;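 also: 0% = DMSO wells and 100% = unlabeled Bim-BH3 peptide control; higher means more loss of mP so more displacement of Bim peptide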
Target sequence (Q07820 whole entry, looked up): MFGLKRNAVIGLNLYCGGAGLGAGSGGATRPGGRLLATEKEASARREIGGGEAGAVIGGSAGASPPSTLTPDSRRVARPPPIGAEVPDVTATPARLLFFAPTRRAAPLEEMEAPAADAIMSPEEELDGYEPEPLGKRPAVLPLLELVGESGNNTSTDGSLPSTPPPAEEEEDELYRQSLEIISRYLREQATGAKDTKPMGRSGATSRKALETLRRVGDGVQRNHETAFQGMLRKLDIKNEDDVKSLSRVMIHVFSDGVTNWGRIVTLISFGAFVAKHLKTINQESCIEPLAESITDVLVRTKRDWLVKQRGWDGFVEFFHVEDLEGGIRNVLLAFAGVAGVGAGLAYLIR
CIT2 TOR yeast: alters CIT2-GFP fluorescence in TOR pathway yeast screen. S. cerevisiae CIT2-GFP strain, flow cytometry, 3 h; 100 means same as DMSO wells. GFP response vs DMSO, % at 10 µM. 320,000 tested, 0.065% active. AID 2029;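 active = GFP response relative to DMSO above a set limit, near the screen mean plus 3 SD, cut at about 150% in these data; inconclusive = Fewer than 70 cells measured for a yeast strain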;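 also: ratio of well median GFP fluorescence to mean of DMSO wells on the plate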
Bcl-xL primary: Bcl-xL (human) inhibition. inhibition, % at 10.9 µM. 320,000 tested, 0.7% active. GST-Bcl-xL / FITC-Bim BH3 peptide fluorescence polarization;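 active = inhibition above the mean of all tested compounds plus 3 SD, cutoff set per campaign, cut at about 30% in these data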;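 also: 0% = DMSO wells and 100% = unlabeled Bim-BH3 peptide competitor; inhibitors lower millipolarization by displacing the labeled peptide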
Target sequence (Q07817 whole entry, looked up): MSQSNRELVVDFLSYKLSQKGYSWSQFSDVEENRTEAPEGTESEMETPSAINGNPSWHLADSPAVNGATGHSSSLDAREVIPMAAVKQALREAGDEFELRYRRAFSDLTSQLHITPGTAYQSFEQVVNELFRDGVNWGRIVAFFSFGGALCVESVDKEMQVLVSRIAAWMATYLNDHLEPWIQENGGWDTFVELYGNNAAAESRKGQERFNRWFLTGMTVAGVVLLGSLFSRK
AGP1-GFP MLPCN: alters AGP1-GFP fluorescence in TOR pathway yeast screen; GFP response vs DMSO, % at 10 µM; S. cerevisiae AGP1-GFP multiplex flow cytometry, 3 h; GFP as percent of DMSO wells; AID 2066; 320,000 tested, 0.02% active;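 active = GFP response relative to DMSO above a set limit, near screen average plus 3 SD, cut at about 150% in these data; inconclusive = fewer than 70 cells counted for the yeast strain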;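 also: median GFP channel fluorescence of the gated AGP1 strain per well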
MEX-5 binding: C. elegans MEX-5 TCR-2 RNA binding activity; AID 1832; MEX-5/FITC-TCR2 RNA binding, fluorescence polarization; stronger effect = lower value; 300,000 tested, 0.38% active; activity score (negative = inhibition of binding), % at 10 µM;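 active = inhibition past about -25% in most replicates, and total fluorescence under double the plate's negative control median, limit read from the data; inconclusive = replicates evenly split on the limit, or fluorescence at least double controls; inactive = too little inhibition in most replicates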;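 also: 0% = DMSO and -100% = 5 µM competing unlabeled TCR2 RNA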
Target sequence (Q9XUB2 whole entry, looked up): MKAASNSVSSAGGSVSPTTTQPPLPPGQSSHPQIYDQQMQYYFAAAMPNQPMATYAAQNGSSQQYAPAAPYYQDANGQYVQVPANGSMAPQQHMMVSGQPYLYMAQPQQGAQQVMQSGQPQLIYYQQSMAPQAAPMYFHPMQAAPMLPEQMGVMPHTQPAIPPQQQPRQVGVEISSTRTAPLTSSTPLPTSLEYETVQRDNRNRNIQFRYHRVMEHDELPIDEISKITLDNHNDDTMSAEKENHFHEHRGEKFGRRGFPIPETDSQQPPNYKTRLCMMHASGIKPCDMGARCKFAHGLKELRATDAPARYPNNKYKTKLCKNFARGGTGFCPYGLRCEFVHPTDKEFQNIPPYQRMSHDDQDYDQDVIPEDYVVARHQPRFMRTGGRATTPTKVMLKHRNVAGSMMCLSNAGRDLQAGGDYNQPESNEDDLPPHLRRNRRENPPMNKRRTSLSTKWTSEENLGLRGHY
An asterisk follows results filed as active; ? = inconclusive; · = not tested or not shown; [ ] = remark or other dose.

SMILES	GRK2 aptamer HTS	GLD-1 RNA inh	VLA-4 inh	Fam108B inh	MCL1-BIM inh	CIT2 TOR yeast	Bcl-xL primary	AGP1-GFP MLPCN	MEX-5 binding
Cc1ccccc1CN(c1ccc(C(=O)NCc2ccccn2)cc1)S(C)(=O)=O	0	9	-10	4	1	97	3	101	-1.7
CCn1c(SCC(=O)c2ccc(Cl)cc2)nnc1C(C)C	0	-8	3	2	3	101	0	95	-3.5
Cc1nn(C)cc1/C=N/NC(=O)Cn1cncn1	0	5	0	2	8	103	4	107	-3.2
Cc1cc(C)cc(NC(=O)C[n+]2ccccc2)c1	0	·	4	·	·	99	·	92	2.4
CCOc1cccc(/C=N/N2C(=O)CSC2=S)c1O	0	6	8	10	29	98	13	94	-2.6
O=C(Nc1cc(C(F)(F)F)ccc1N1CCOCC1)c1ccc2ccccc2n1	0	5	29	-5	6	101	4	101	-1.0
CN(C)CCCn1c(SCc2c(Cl)cccc2Cl)nnc1-c1ccncc1	44*	-1	2	0	4	116	11	101	2.3
Cc1ccc2c(c1)-n1c(nc3ccccc3c1=O)C(CC(C)C)NC2=O (centres undefined)	6	1	-3	·	·	106	·	113	·
NC(=O)C1CCN(S(=O)(=O)Cc2ccccc2Cl)CC1	0	-1	8	1	9	100	10	96	-1.6
COc1ccc(NC(=O)CC2C(=O)NCCN2C(=O)Nc2ccc(C(F)(F)F)cc2)cc1 (centres undefined)	·	1	6	5	0	144[may fluoresce green]	4	113[may fluoresce green]	2.2
COc1cccc(/C=N/NC(=O)C(C)n2nc(C)c([N+](=O)[O-])c2C)c1O (centres undefined)	0	5	8	2	16	104	-2	94	0.8
CCOCCCNCC(=O)NC1(C)C2CCC(C2)C1(C)C (centres undefined)	0	-1	6	-3	-1	108	2	107	-0.8
CC(C)CCn1c(SCC(=O)NC2CC2)nc2cc(Cl)ccc2c1=O	0	5	0	1	7	99	1	101	1.3
Cc1cc(C)cc(-n2c(C)cc(/C=N/NC(=O)c3cccc([N+](=O)[O-])c3C)c2C)c1	0	-8	14	1	8	94	2	96	-2.0
Cc1ccc(/C=C/C(=O)Nc2ccc([N+](=O)[O-])cc2)o1	1	7	13	-2	5	96	7	92	-0.3
O=C(CSCc1ccc(Br)cc1)Nc1ccc(S(=O)(=O)N2CCOCC2)cc1	24	10	10	1	1	92	0	103	-4.3
CCOc1ccccc1NC(=O)c1nnn(CC(=O)Nc2cc(C)cc(C)c2)c1N	0	8	8	-2	6	98	1	103	3.3
Cc1nc2ccc3nc(NC(=O)C4COc5ccccc5O4)sc3c2s1 (centres undefined)	10	4	-3	-3	6	91	4	94	1.0
CCCNC(=S)N1CCC(C(=O)c2ccc(Cl)cc2)CC1	3	-2	3	1	15	94	11	96	2.2
S=C(NCc1ccco1)Nc1ccc(Br)cn1	4	2	-1	0	6	84	2	93	-2.5
CC1(C)C[C@@H](O)[C@]2(C)CC[C@]3(C)C(=CCC4[C@@]5(C)CC[C@H](O)[C@](C)(CO)C5CC[C@]43C)[C@@H]2C1 (some centres undefined)	1	9	3	·	·	94	·	101	·
N#Cc1c(Cl)nc(-c2cccnc2)nc1-c1ccccc1	8	1	37	0	-1	104	-1	104	-6.2
Cc1ccc(NC(=O)C2CCCN(S(=O)(=O)c3cccnc3)C2)c(C)c1 (centres undefined)	0	-1	17	-3	-1	96	4	102	0.9
O=C(NCCCN1CCOCC1)c1cc2c(s1)CCC2	0	3	8	0	2	98	5	97	-0.2
O=C(CCn1c(=O)sc2ccccc21)NCc1cccs1	0	-7	7	0	4	100	1	102	1.4
COC(=O)c1sc(-c2ccc(C(C)(C)C)cc2)cc1NC(=O)COCC(=O)O	1	-1	15	-10	1	104	8	113	-6.3
CCCC(C(=O)NCCC(C)C)N(Cc1ccccc1Cl)C(=O)c1snc(C(N)=O)c1N (centres undefined)	0	2	0	-4	11	103	6	99	-2.6
CCC(Oc1ccccc1)C(=O)N1CCN(S(=O)(=O)c2ccccc2)CC1 (centres undefined)	0	0	3	·	-3	105	1	107	·
O=C(Nc1ccccc1)Nc1cccc(NC(=O)Nc2ccccc2)c1F	0	1	-20	-20	-6	101	-2	97	0.2
O=C(Nc1ccc(F)cc1F)c1ccccc1-c1ccccc1	0	4	-3	-1	-8	101	1	101	2.3
CCN(CC(=O)NCc1ccc(Cl)cc1)C(=O)c1cc(S(=O)(=O)NCc2ccccc2)ccc1C	1	0	-1	-3	1	89	4	85	-4.9
O=C(Cc1coc2cc3c(cc12)CCC3)OCc1cc(=O)n2c(n1)sc1ccccc12	5	-9	4	1	4	91	2	94	1.3
CC(C)CCN1CC(=O)N2[C@@H](Cc3c([nH]c4ccccc34)C2(C)C)C1=O	0	·	4	·	·	102	·	100	0.4
COc1ccc(-c2cc(-n3c(C(F)(F)F)nc4ccccc43)n(CCC#N)n2)cc1	2	0	3	-1	-4	83	3	88	-4.4
O=S(=O)(c1ccccc1)c1cnc(-c2cccnc2)nc1-c1ccc(Cl)cc1Cl	7	3	4	2	5	108	4	95	-0.8
CC(C)(C)NC(=O)C(c1ccc(O)cc1)N(C(=O)CCC(=O)Nc1nccs1)c1ccccc1F (centres undefined)	2	5	-14	4	2	108	3	114	-2.0
CCc1c(C)nc(SC)n(CC#N)c1=O	3	-7	1	-1	6	100	3	100	-1.2
COC(=O)C1=C(Nc2ccccc2NC(=O)CCCC(=O)O)CSC1	2	2	-2	-2	3	104	4	100	2.7
CCOC(=O)c1c(C)nc2sc3c(=O)[nH]cnc3c2c1-c1ccc(OC)cc1	0	5	13	-2	2	101	0	102	0.4
O=C(C1CCN(S(=O)(=O)c2ccccc2)CC1)N1CCCCC1	0	-5	2	2	-5	97	3	98	3.0
CCCc1cc(=O)[nH]c(SCc2ccc(C#N)cc2)n1	1	3	14	3	1	97	6	102	-3.8
CO[C@H]1C=CO[C@@]2(C)Oc3c(C)c(O)c4c(O)c(c5c(c4c3C2=O)NC2(CCN(CC(C)C)CC2)N=5)=NC(=O)C(C)=CC=C[C@H](C)[C@H](O)[C@@H](C)[C@@H](O)[C@@H](C)[C@H](OC(C)=O)[C@@H]1C	1	8	48	1	8	81	9	86	-3.7
COc1ccc(NC(=O)NCc2ccc3c(c2)OCO3)cc1OC	0	-5	-3	2	-4	101	-1	92	0.8
CCOC(=O)c1c(C)[nH]c(C2=NNC(=Nc3ccccc3OC)SC2)c1C	3	-2	-10	4	0	119	2	119	3.0
Cc1nc(N2CCC(C)CC2)c2c(C)c(C(=O)Nc3ccc(C)c(F)c3)sc2n1	1	1	5	-2	4	114	4	103	1.3
CCCc1ccc(S(=O)(=O)N/N=C\c2ccc3c(c2)OCO3)cc1	0	·	-3	·	·	81	·	88	0.6
CCOc1ccc(Cc2onc3c2C(=O)CC(C)(C)C3)cc1OCC	0	7	6	0	4	100	5	97	-3.9
CC(=O)NC(CC(=O)OCC(=O)c1ccc(NC(=O)CC(C)C)cc1)c1ccccc1 (centres undefined)	0	0	10	·	-4	98	1	98	·
CCS(=O)(=O)Nc1cc(C(=O)O)ccc1C	0	3	1	4	5	88	3	90	-1.0
O=C(O)CC1NCCc2ccccc21 (centres undefined)	0	0	4	-2	-4	86	2	92	1.1
COCCn1c(SCC(=O)N2CCCc3ccccc32)nnc1-c1ccco1	0	-2	0	-2	-9	92	-2	100	0.8
COc1ccc(-c2cc(C(=O)NCCCn3ccnc3)no2)cc1	0	4	-2	1	9	99	6	99	2.8
Cn1c(NC(=O)Cc2ccc(F)cc2)cc(=O)n(C)c1=O	0	-2	3	2	-2	100	3	95	-1.3
Cc1cccc(/C=N/NC(=O)Cc2ccc(Cl)cc2)c1O	3	8	7	4	30	104	0	103	-0.7
Cc1ccc(S(=O)(=O)Nc2ccnc(-c3cccnc3)n2)cc1	6	5	-28	1	3	101	6	100	4.3
CCCN1CC23C=CC(O2)C(C(=O)O)C3C1=O (centres undefined)	2	8	11	-2	2	96	-2	102	1.3
CCn1c(SCC(=O)Nc2ccc3c(c2)c2ccccc2n3CC)nnc1-c1cnccn1	0	-8	-37	6	4	97	1	98	0.9
Cc1ccc(N(C(=O)C2CCCO2)C2C=CS(=O)(=O)C2)cc1Cl (centres undefined)	2	3	26	-3	4	88	3	98	2.6
CCCCn1c(CN2CCN(c3ccccc3)CC2)nc2c1c(=O)n(C)c(=O)n2C	0	-7	0	-1	5	93	0	96	1.0
CCOc1ccccc1/C=N/Nc1ccnc(=O)[nH]1	2	·	12	·	·	97	·	95	-3.5

Carrying on.
SMILES	GRK2 aptamer HTS	GLD-1 RNA inh	VLA-4 inh	Fam108B inh	MCL1-BIM inh	CIT2 TOR yeast	Bcl-xL primary	AGP1-GFP MLPCN	MEX-5 binding
CCOc1ccc(C(=O)NCc2ccco2)cc1OCC	0	4	14	3	5	108	4	104	-0.5
Cc1ccc2c(C)c(C(=O)N(C)C(C)c3ccon3)oc2c1C (centres undefined)	10	-6	-1	3	-1	104	7	102	-6.1
CCOC(=O)c1c(NC(=O)Nc2cccc(Cl)c2)sc(C)c1C	4	1	14	-1	5	96	1	97	0.9
Nc1c(C(=O)NCc2ccco2)sc2nc3c(cc12)C(=O)CCC3	2	0	0	12	27	100	12	·	-3.3
COCCN1C(=O)N(c2cccc(C)c2)C(=O)C1CC(=O)Nc1ccc(F)cc1 (centres undefined)	0	4	6	2	1	101	2	105	·
CCOC(=O)C1CCN(CCC(=O)Nc2ccc(Cl)cc2)CC1	1	6	11	-2	2	112	0	103	-0.6
CCOc1ccc(-c2c(C(=O)N/N=C/C3CC=CCC3)nnn2-c2nonc2N)cc1 (centres undefined)	0	-5	1	0	-6	104	-2	101	0.1
O=C(/C=C/c1ccccc1[N+](=O)[O-])N1CCc2ccccc2C1	2	5	-4	4	9	94	4	95	-0.5
CC(C)=C1SC(N2CCOCC2)=NC1=O	0	-1	3	-2	3	104	4	104	1.2
CN(c1ccccc1)S(=O)(=O)c1ccc(C(=O)N2CCCC(C(F)(F)F)C2)cc1 (centres undefined)	0	-3	-14	3	6	87	1	88	0.4
O=C(Nc1ccc2c(c1)OCO2)c1ccc[n+]([O-])c1	5	-1	1	2	-2	110	1	111	-0.9
Cc1noc(C)c1CC(=O)N1CCCC(C(=O)c2ccc(C(C)(C)C)cc2)C1 (centres undefined)	2	7	0	-2	8	109	0	101	0.0
FC(F)(F)c1ccc(/C=N/NC(=S)NC2CCCCC2)cc1	2	-7	5	-2	1	89	-1	94	1.8
COc1ccc(-c2nn(-c3ccccc3)cc2/C=C\C(=O)Nc2ccc(C(=O)O)cc2)cc1	0	9	-9	-42	4	106	5	111	-2.6
Cc1ccc(C)c(C(=O)COC(=O)CNS(=O)(=O)c2ccccc2)c1	0	2	-5	3	-2	?	6	?	1.0

Gathered by group, those above containing a tert-butyl group
SMILES	GRK2 aptamer HTS	GLD-1 RNA inh	VLA-4 inh	Fam108B inh	MCL1-BIM inh	CIT2 TOR yeast	Bcl-xL primary	AGP1-GFP MLPCN	MEX-5 binding
COC(=O)c1sc(-c2ccc(C(C)(C)C)cc2)cc1NC(=O)COCC(=O)O	1	-1	15	-10	1	104	8	113	-6.3
CC(C)(C)NC(=O)C(c1ccc(O)cc1)N(C(=O)CCC(=O)Nc1nccs1)c1ccccc1F (centres undefined)	2	5	-14	4	2	108	3	114	-2.0
Cc1noc(C)c1CC(=O)N1CCCC(C(=O)c2ccc(C(C)(C)C)cc2)C1 (centres undefined)	2	7	0	-2	8	109	0	101	0.0
